Compound activity as filed in PubChem.
VHR inh abs = DUSP3 (human) phosphatase inhibition; inhibition, % at 13.3 µM; hit rate 0.52% among 290,000; recombinant VHR phosphatase, pNPP absorbance; P51452; in the data active = inhibition above about 50%; also: some compounds called inactive have numbers as strong as hits
MazF activator = increases E. coli MazEF RNase cleavage of RNA; P0AE70; FAM/BHQ RNA-DNA oligo cleavage fluorescence, 5 h; activation, % at 20 µM; hit rate 0.32% among 350,000; AID 504720; in the data active = activation above about 50%
Target sequence (P0AE70 whole entry, looked up): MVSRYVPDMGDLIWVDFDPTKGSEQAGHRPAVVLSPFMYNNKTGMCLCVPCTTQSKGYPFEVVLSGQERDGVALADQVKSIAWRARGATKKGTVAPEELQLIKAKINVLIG
GDH-TPI counter = GDH-TPI coupled enzyme inhibition counter-screen; GDH-TPI coupled enzyme counterscreen, NADH absorbance; inhibition, % at 4.8 µM; hit rate 1.2% among 360,000;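 also: 0% = DMSO wells and 100% = wells lacking the enzyme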
BoNT F protease = BoNT F light chain protease inhibition | Multiplex microsphere protease cleavage assay, flow cytometry | inhibition, % at 10 µM | hit rate 0.22% among 360,000 | AID 588497; in the data active = inhibition above about 35%, passing the limit was not always enough; inconclusive = no clear call, values can overlap the other calls; also: plate controls were buffer without enzyme for full effect and enzyme alone for no effect
FadD28 binding = inhibitors of Mycobacterium tuberculosis FadD28 bisubstrate binding. FadD28 bisubstrate probe binding, fluorescence polarization. inhibition, % at 12.5 µM. hit rate 0.22% among 360,000. AID 588549; in the data active = inhibition above about 8.5%, passing the limit was not always enough; inconclusive = no clear call, values can overlap the other calls
Mtb BioA inh = blocks M. tuberculosis BioA enzyme activity | purified M. tuberculosis BioA enzyme, plate reader | inhibition, % at 9.99 µM | hit rate 0.096% among 360,000; in the data active = inhibition above about 40%; inconclusive = no clear call, values can overlap the other calls
Rv3671c inh = inhibitors of M. tuberculosis serine protease Rv3671c; hit rate 0.048% among 320,000; inhibition, % at 5.96 µM; AID 2606; in the data active = inhibition above about 38%;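 also: extracellular domain of Rv3671c used as enzyme; 0% = enzyme with DMSO and 100% = no enzyme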
Target sequence (P9WHR9 whole entry, looked up, the tested form may be a part): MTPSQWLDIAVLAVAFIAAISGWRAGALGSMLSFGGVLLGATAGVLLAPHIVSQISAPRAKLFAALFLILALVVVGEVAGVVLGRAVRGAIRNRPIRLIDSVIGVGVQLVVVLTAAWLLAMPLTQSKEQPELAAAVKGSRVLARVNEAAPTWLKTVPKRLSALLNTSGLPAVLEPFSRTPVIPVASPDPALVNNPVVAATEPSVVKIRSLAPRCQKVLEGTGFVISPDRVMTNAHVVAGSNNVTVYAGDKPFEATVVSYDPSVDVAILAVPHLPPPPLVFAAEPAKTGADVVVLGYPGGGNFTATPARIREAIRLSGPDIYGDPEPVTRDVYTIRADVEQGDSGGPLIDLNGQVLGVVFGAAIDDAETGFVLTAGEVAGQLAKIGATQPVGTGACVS
CCHFV vOTU inh = blocks the CCHF virus ovarian tumor domain protease; AID 651958; inhibition, % at 11.5 µM; hit rate 0.55% among 370,000; CCHFV vOTU protease, Pep-AMC fluorescence; also: 0% = vehicle wells with enzyme and 100% = no enzyme wells
FBA Mtb inh = inhibits M. tuberculosis FBA enzyme; P9WQA3; purified M. tuberculosis FBA, fluorescence read-out; hit rate 2.3% among 360,000; inhibition, % at 1 µM; in the data active = inhibition above about 27%;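 also: 0% = vehicle and 100% = reference inhibitor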
UGM FP inh = blocks M. tuberculosis UGM enzyme | purified UGM, fluorescence polarization probe displacement | hit rate 0.06% among 320,000 | AID 504406 | inhibition, % at 10 µM; in the data active = inhibition above about 10%, passing the limit was not always enough; inconclusive = no clear call, values can overlap the other calls
Target sequence (P9WIQ1 whole entry, looked up): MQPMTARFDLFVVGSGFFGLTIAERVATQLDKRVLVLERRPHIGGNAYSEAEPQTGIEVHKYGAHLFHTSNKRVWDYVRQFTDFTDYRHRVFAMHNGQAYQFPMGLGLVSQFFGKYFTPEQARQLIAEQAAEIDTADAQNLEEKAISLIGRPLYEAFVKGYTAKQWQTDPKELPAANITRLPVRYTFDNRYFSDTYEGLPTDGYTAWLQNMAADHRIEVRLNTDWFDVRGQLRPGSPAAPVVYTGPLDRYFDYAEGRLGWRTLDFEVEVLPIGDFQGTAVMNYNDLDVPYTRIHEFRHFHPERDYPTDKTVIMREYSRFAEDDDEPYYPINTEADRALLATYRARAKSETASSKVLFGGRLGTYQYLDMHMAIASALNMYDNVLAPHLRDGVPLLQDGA
Starred values were filed as active, the others as inactive; ? = inconclusive; . = no result given; + = active, no number. Rule as the data show it, unless noted: active = inhibition above about 30%; inactive = the rest.

Labels used below – A = VHR inh abs; B = MazF activator; C = GDH-TPI counter; D = BoNT F protease; E = FadD28 binding; F = Mtb BioA inh; G = Rv3671c inh; H = CCHFV vOTU inh; I = FBA Mtb inh; J = UGM FP inh
SMILES: O=C(CCCNS(=O)(=O)c1cccc2nsnc12)NCc1ccc(F)cc1
  A: -0.6	B: -18.7	C: 6.0	D: -0.9	E: -1.7	F: -1.0	G: -3.4	H: 1.9	I: -1.3	J: 0.4
SMILES: COC(=O)[C@@H]1C2CCC(C(=O)Nc3ccccc3)(CC2)[C@@H]1C(=O)OC
  A: 25.3	B: -0.6	C: 6.3	D: 0.9	E: -1.3	F: 11.6	G: 0.2	H: 13.1	I: -0.1	J: -1.0
SMILES: O=C(Cc1cccc(NC(=O)C2CCN(C(=O)C3CCCCC3)CC2)c1)Nc1cccc(C(=O)N2CCOCC2)c1
  A: .	B: -4.3	C: 0.0	D: 1.3	E: -0.2	F: -1.6	G: .	H: 0.9	I: 1.1	J: .
SMILES: NC(=O)c1ccc(NC(=O)CCC(=O)c2cccs2)cc1
  A: 6.7	B: 7.7	C: -6.0	D: -18.6	E: -4.3	F: 1.8	G: 1.1	H: 9.2	I: 1.4	J: -4.4
SMILES: CCOC(=O)C1=C(COC(=O)CCOc2cc(C)ccc2C)NC(=O)NC1C (centres undefined)
  A: .	B: -0.9	C: -7.6	D: 1.0	E: .	F: 0.9	G: -3.8	H: 3.3	I: -4.9	J: -0.3
SMILES: O=C(O)CSc1nc2ccc(C(=O)c3ccccc3)cc2[nH]1
  A: 8.8	B: 7.8	C: 17.1	D: -3.8	E: 0.0	F: 2.0	G: .	H: -1.9	I: -2.2	J: -2.3
SMILES: COc1ccc(Br)cc1CN(C)CC(=O)NCCc1ccccc1
  A: 6.9	B: -1.3	C: 1.2	D: 0.3	E: -1.2	F: 2.5	G: 14.8	H: 20.0	I: 0.6	J: 0.6
SMILES: CC(CN1CCCCC1)OC(=O)C(C)(c1ccccc1)c1ccccc1 (centres undefined)
  A: 28.6	B: -6.2	C: 4.6	D: -21.5	E: -3.3	F: .	G: -7.0	H: 12.4	I: 7.2	J: -1.2
SMILES: CC(=O)c1ccc(N2CCN(C(=O)Nc3ccc(F)cc3F)CC2)cc1
  A: -19.6	B: -0.5	C: 6.6	D: -4.5	E: -2.2	F: .	G: -0.3	H: 6.9	I: -1.5	J: -5.5
SMILES: Cc1cccc(C)c1OCC(=O)OCC(=O)c1ccc2c(c1)NC(=O)CO2
  A: 10.4	B: 5.6	C: 6.9	D: 10.1	E: -0.4	F: 1.0	G: 5.3	H: 2.1	I: 3.5	J: 0.7
SMILES: COc1ccc(S(=O)(=O)N(C)CC(=O)NCc2ccco2)cc1Cl
  A: 40.0	B: -3.9	C: -10.3	D: -86.7	E: 1.2	F: 2.1	G: 5.0	H: 3.8	I: -2.8	J: -1.7
SMILES: COc1cccc(NC(=O)CN(C)C(=O)Cc2ccc3c(c2)OCCO3)c1
  A: .	B: 11.2	C: 11.0	D: 3.7	E: -3.7	F: -0.3	G: .	H: 0.1	I: -1.8	J: .
SMILES: CC(=O)c1c(Nc2cccc(F)c2)oc(C)cc1=O
  A: -4.7	B: 5.0	C: -3.8	D: -1.8	E: -1.7	F: 0.9	G: 3.6	H: -14.1	I: 5.1	J: 1.5
SMILES: COc1ccc(CCC(C)N2CCOCC2)cc1 (centres undefined)
  A: 2.3	B: 1.5	C: 16.8	D: ?	E: 0.5	F: 0.2	G: -6.0	H: -13.7	I: -0.3	J: 1.9
SMILES: C=CCn1c(CNS(=O)(=O)c2ccc(F)cc2)n[nH]c1=S
  A: 14.5	B: 3.2	C: 4.2	D: -7.5	E: -0.7	F: -0.9	G: -0.8	H: 18.9	I: -0.4	J: -2.2
SMILES: COC(=O)c1[nH]c2ccc(Cl)cc2c1NC(=O)CCN1CCN(C2CCCCC2)CC1
  A: 18.0	B: 3.9	C: -0.6	D: 11.0	E: 0.3	F: 2.5	G: -0.1	H: -9.5	I: 5.5	J: 1.4
SMILES: COc1ccc(F)cc1S(=O)(=O)Nc1ccc2c(c1)OCCO2
  A: -22.9	B: -10.0	C: 1.0	D: -8.3	E: -0.7	F: -2.3	G: 1.4	H: 4.5	I: -0.9	J: -0.9
SMILES: CCCCc1cc(=O)oc2cc(OCc3cc(OC)c(OC)c(OC)c3)c(Cl)cc12
  A: -0.9	B: -2.9	C: 1.7	D: 6.5	E: 0.6	F: -0.4	G: -0.4	H: 13.2	I: 0.8	J: 0.9
SMILES: CN(C)S(=O)(=O)c1ccc(C(=O)Nc2ccc(CCC(=O)N3CCCC3)cc2)cc1
  A: -14.5	B: -1.5	C: 2.3	D: .	E: 0.1	F: .	G: .	H: 3.3	I: 2.3	J: .
SMILES: Cc1cc(C)nc(SCc2cc(=O)c(OC(=O)c3cccc([N+](=O)[O-])c3)co2)n1
  A: 17.7	B: 5.5	C: 10.9	D: 33.3	E: -3.0	F: -1.0	G: 2.8	H: -12.8	I: 0.6	J: 0.9
SMILES: CCCCOc1ccc(C(=O)O)cc1
  A: 10.5	B: 1.0	C: -11.6	D: -3.1	E: -1.6	F: 0.3	G: 2.9	H: 9.6	I: 1.3	J: 1.1
SMILES: COc1ccccc1N1CCN(C2CCCN(C(=O)c3cc(C4CC4)on3)C2)CC1 (centres undefined)
  A: 9.1	B: 0.5	C: -7.4	D: 8.1	E: -5.1	F: 5.0	G: -2.3	H: -5.8	I: 1.4	J: -0.7
SMILES: Cn1c2c(c(=O)n(C)c1=O)C(CC(=O)Nc1ccccc1F)C(=O)N2 (centres undefined)
  A: 21.3	B: 5.6	C: -8.4	D: -11.1	E: -3.4	F: -1.3	G: -4.2	H: 8.9	I: 0.8	J: 4.9
SMILES: CCn1c(=O)cc(SCC(=O)N2CCN(Cc3ccc4c(c3)OCO4)CC2)c2ccccc21
  A: 9.6	B: 6.3	C: 5.4	D: 11.7	E: -1.0	F: 1.0	G: 3.8	H: -9.8	I: -2.0	J: 0.6
SMILES: N#C/C(=N\Nc1ccc(S(=O)(=O)N2CCCCCC2)cc1)C(N)=S
  A: 5.1	B: 4.3	C: 1.6	D: -9.4	E: 1.5	F: .	G: 2.4	H: 10.1	I: -25.2	J: -3.0
SMILES: COC(=O)C1=C(C(=O)OC)C2C=CC1C1C(OC(C)=O)C(OC(C)=O)C21 (centres undefined)
  A: .	B: 0.7	C: -0.9	D: -5.5	E: 1.4	F: 0.1	G: .	H: 8.4	I: 3.4	J: .
SMILES: CCCCCCC(C)n1[nH]c(=O)c2c(C)cc(C)nc21 (centres undefined)
  A: 21.1	B: 6.2	C: -3.9	D: -0.1	E: -3.2	F: .	G: -0.5	H: 6.2	I: 1.5	J: 3.9
SMILES: CCOC(=O)c1c(NC(=S)NNS(=O)(=O)c2ccc(Br)cc2)sc2c1CCCCC2
  A: 17.9	B: -3.4	C: 2.4	D: 1.5	E: -1.2	F: -0.1	G: -0.8	H: -7.2	I: 8.9	J: 0.8
SMILES: COc1ccccc1N(CC(=O)NC1CCCCC1)C(=O)c1csnn1
  A: 26.4	B: 10.7	C: -0.9	D: 1.1	E: -0.4	F: 5.1	G: -6.5	H: 0.4	I: 5.3	J: 1.5
SMILES: CCCc1ccc2oc(C(=O)NCCc3nc(C(=O)OCC)cs3)c(C)c2c1
  A: 24.9	B: 7.9	C: 3.9	D: 11.1	E: -4.8	F: 3.7	G: .	H: 28.9	I: -1.0	J: .
SMILES: Nc1ccc2c(c1)Cc1cc(N)c(Br)cc1-2
  A: .	B: 13.3	C: 12.1	D: -9.9	E: -4.2	F: .	G: .	H: -3.1	I: 1.1	J: .
SMILES: Cc1ccc(-n2c(=O)[nH]cc(C(=O)N3CCc4ccccc43)c2=O)cc1C
  A: 32.1	B: -0.5	C: -10.3	D: 1.8	E: 0.0	F: -0.7	G: 0.9	H: 4.3	I: -1.1	J: ?
SMILES: O=C(NCc1ccco1)C(=O)NCC1OCCN1S(=O)(=O)c1ccccc1 (centres undefined)
  A: -7.3	B: -5.6	C: -5.3	D: -11.6	E: 0.7	F: 0.7	G: 3.3	H: -7.8	I: 2.8	J: -0.6
SMILES: COc1ccc(-n2c(=O)/c(=C\c3cccs3)s/c2=C(/C#N)C(=O)N2CCN(C)CC2)cc1
  A: 23.8	B: 8.2	C: 5.0	D: -3.3	E: 0.1	F: .	G: -3.3	H: 6.1	I: 0.6	J: 0.0
SMILES: C/C(N)=C(/C#N)C(=O)COC(=O)CC12CC3CC(CC(C3)C1)C2
  A: 30.3	B: -0.6	C: 2.9	D: 25.0	E: -1.1	F: 0.4	G: 3.0	H: 6.0	I: 3.5	J: -1.4
SMILES: COc1cc(NC(=O)c2cc(-c3cc(F)ccc3OC(C)C)n[nH]2)cc(OC)c1OC
  A: .	B: .	C: -4.5	D: -4.2	E: -7.0	F: -0.5	G: .	H: 11.0	I: -1.0	J: .
SMILES: Cc1ccc(NC(=O)c2ncn(CCCN[C@H](C)c3cccc4ccccc34)n2)cc1C
  A: .	B: 13.4	C: 5.7	D: -23.4	E: -6.9	F: 0.6	G: .	H: 1.9	I: -1.2	J: .
SMILES: COc1ccc(C(=O)Nc2ccc(N3CCN(C)CC3)cc2)cc1OC
  A: 12.7	B: -9.7	C: 3.5	D: -9.3	E: 0.8	F: 1.0	G: -0.9	H: 2.9	I: 0.2	J: -0.2
SMILES: CC1(c2nnc(-c3cccc(Cl)c3)o2)CC(c2ccccc2F)=NO1 (centres undefined)
  A: .	B: 2.5	C: 21.0	D: -2.3	E: -0.1	F: -0.4	G: 5.6	H: 9.2	I: 5.8	J: -0.8
SMILES: CSc1ccccc1NC(=O)C1CC(c2c(F)cccc2Cl)=NO1 (centres undefined)
  A: 4.4	B: -1.5	C: 4.6	D: ?	E: -3.5	F: 3.0	G: -4.3	H: -6.7	I: -0.8	J: -2.1

The final 5 compounds of the section above come first, to join the parts:
Labels used below – A = VHR inh abs; B = MazF activator; C = GDH-TPI counter; D = BoNT F protease; E = FadD28 binding; F = Mtb BioA inh; G = Rv3671c inh; H = CCHFV vOTU inh; I = FBA Mtb inh; J = UGM FP inh
SMILES: COc1cc(NC(=O)c2cc(-c3cc(F)ccc3OC(C)C)n[nH]2)cc(OC)c1OC
  A: .	B: .	C: -4.5	D: -4.2	E: -7.0	F: -0.5	G: .	H: 11.0	I: -1.0	J: .
SMILES: Cc1ccc(NC(=O)c2ncn(CCCN[C@H](C)c3cccc4ccccc34)n2)cc1C
  A: .	B: 13.4	C: 5.7	D: -23.4	E: -6.9	F: 0.6	G: .	H: 1.9	I: -1.2	J: .
SMILES: COc1ccc(C(=O)Nc2ccc(N3CCN(C)CC3)cc2)cc1OC
  A: 12.7	B: -9.7	C: 3.5	D: -9.3	E: 0.8	F: 1.0	G: -0.9	H: 2.9	I: 0.2	J: -0.2
SMILES: CC1(c2nnc(-c3cccc(Cl)c3)o2)CC(c2ccccc2F)=NO1 (centres undefined)
  A: .	B: 2.5	C: 21.0	D: -2.3	E: -0.1	F: -0.4	G: 5.6	H: 9.2	I: 5.8	J: -0.8
SMILES: CSc1ccccc1NC(=O)C1CC(c2c(F)cccc2Cl)=NO1 (centres undefined)
  A: 4.4	B: -1.5	C: 4.6	D: ?	E: -3.5	F: 3.0	G: -4.3	H: -6.7	I: -0.8	J: -2.1
SMILES: COc1ccccc1N=c1oc2cc(O)ccc2cc1C(=O)NCC1CCCO1 (centres undefined)
  A: 3.3	B: 7.6	C: 22.8	D: -11.5	E: 0.3	F: .	G: -2.1	H: -219.2	I: +	J: -1.8
SMILES: CN(C)c1ccc(-c2ccnc3c2CC(C)(C(=O)Nc2ccc(F)c(Cl)c2)O3)cc1 (centres undefined)
  A: .	B: .	C: 10.6	D: -1.6	E: 0.3	F: -2.0	G: .	H: 0.3	I: 16.5	J: .
SMILES: CC(OC(=O)c1cc(Br)ccc1O)C(=O)NC1(C#N)CCCCC1 (centres undefined)
  A: .	B: 5.6	C: -2.8	D: -0.1	E: 0.7	F: -5.0	G: -18.7	H: 3.5	I: 5.9	J: 0.2
SMILES: O=C(CSc1nc(=O)n2ccccc2n1)NCCc1ccccc1
  A: .	B: 5.9	C: 14.4	D: .	E: 1.0	F: -0.4	G: 0.5	H: 1.5	I: 2.0	J: -1.6
